# From PubChem BioAssay
# Cl transport mod – modulates chloride dependent transport by human KCC2; B-score of Tl+ flux slope (higher = more flux/activation; lower = inhibition) at 10 µM; Q9H2X9; KCC2 cells, thallium flux FluoZin-2 fluorescence; 190,000 compounds, 2.2% hits;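 active means thallium flux slope and its plate-corrected score both differing from the plate sample mean at a set confidence after two filtering rounds, in either direction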;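 further: slope of fluorescence scaled to starting intensity during 10 to 20 s after thallium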
# MDM2 E3 inh – Mdm2 E3 ligase (human) inhibition; cell-based MDM2 ubiquitination luciferase reporter, 2 h; 0 = plate control, 100 = twice control, blank-subtracted; AID 1230; 210,000 compounds, 0.11% hits; Q00987; signal enhancement, % at 5 µM;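 active means signal enhancement of 30% or more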;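 further: luminescence tracks abundance of the self-degrading MDM2-luciferase fusion protein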
# Target sequence (Q00987 whole entry, looked up, the tested form may be a part): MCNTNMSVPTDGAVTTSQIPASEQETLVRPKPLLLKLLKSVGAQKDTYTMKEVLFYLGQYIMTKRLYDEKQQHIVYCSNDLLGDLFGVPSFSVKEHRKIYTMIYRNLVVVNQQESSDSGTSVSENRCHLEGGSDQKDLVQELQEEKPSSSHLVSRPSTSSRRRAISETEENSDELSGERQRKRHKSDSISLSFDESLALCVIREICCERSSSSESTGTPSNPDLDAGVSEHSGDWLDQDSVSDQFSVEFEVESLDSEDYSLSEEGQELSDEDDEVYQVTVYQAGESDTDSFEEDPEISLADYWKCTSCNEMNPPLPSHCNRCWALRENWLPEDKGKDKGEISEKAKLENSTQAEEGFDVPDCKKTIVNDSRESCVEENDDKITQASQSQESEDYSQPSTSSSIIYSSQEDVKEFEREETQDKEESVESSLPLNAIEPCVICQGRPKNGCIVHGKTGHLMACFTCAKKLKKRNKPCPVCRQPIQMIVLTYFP
#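 test system = mammalian cells stably expressing self-ubiquitinating, self-degrading MDM2 E3–luciferase fusion | quantity = 2000 cells/well | incubation = cell settling 4 h, compound treatment 2 h, both 37 °C | signal = luminescence with SteadyLite reagent, 15 min at room temperature | evaluation = % enhancement relative to plate controls after blank subtraction | benchmarks = plate controls and plate blanks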
# m-calpain inh – blocks pig calpain II enzyme activity; 220,000 compounds, 0.37% hits; inhibition, % at 16 µM; purified calpain II, fluorogenic peptide substrate, 30 min; AID 1236;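 active means inhibition above about 50%, limit read from the data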
# Rad51 HR inh – Rad51 (human) homologous recombination inhibition; inhibition, % at 10 µM; 200,000 compounds, 0.085% hits; Q06609; hRad51 DNA strand exchange, fluorescence dequenching;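 active means inhibition above 40% at the single screening dose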;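 further: 0% = DMSO control wells and 100% = blanks with heterologous ssDNA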
# Target sequence (Q06609 whole entry, looked up): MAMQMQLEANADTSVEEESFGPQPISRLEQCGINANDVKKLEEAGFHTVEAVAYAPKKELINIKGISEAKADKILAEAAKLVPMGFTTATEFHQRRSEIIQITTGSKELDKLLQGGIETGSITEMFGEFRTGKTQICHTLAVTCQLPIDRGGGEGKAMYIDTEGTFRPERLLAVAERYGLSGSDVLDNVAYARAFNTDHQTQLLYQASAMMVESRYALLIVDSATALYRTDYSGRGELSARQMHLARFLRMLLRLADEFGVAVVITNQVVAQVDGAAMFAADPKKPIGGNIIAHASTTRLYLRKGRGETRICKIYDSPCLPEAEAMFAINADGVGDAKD
#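 Assay system: Human Rad51 nucleoprotein filaments preassembled on unlabelled ssDNA | Reagent: Donor/quencher-labelled 47-bp dsDNA substrate | Doses: One concentration, 10 µM final | Times: 37 °C 15-min filament assembly, 30-min compound preincubation, 15-min exchange | Technique: Fluorescein emission 520 nm, excitation 485 nm | Benchmarks: Plate control and blank wells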
# eIF4E-4G inh – eIF4E/eIF4G interaction inhibition in translation initiation; 220,000 compounds, 0.37% hits; AID 782; inhibition, % at 21.7 µM; TR-FRET eIF4E-eIF4GI(517-606) binding, 2 h; P63073+Q04637;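 active means inhibition above about 30%, limit read from the data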;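 further: 0% = full FRET control wells and 100% = background wells lacking eIF4GI fragment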
# EBV gp42 inh – inhibitors of Epstein-Barr virus glycoprotein 42; Fluorescence polarization binding assay, mP read-out; inhibition, % (tested at 21.74 µM); 220,000 compounds, 0.42% hits; in the data active means inhibition above about 50%
# Target sequence (Q1HVG2 whole entry, looked up): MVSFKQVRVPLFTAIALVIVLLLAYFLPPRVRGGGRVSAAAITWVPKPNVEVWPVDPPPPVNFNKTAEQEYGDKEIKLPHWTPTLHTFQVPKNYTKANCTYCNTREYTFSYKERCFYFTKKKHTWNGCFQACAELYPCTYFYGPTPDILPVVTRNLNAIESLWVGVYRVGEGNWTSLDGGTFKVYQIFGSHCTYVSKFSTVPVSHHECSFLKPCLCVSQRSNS
# TNF necrop inh – inhibitors of TNF-alpha induced necroptosis in Jurkat FADD-/- cells. AID 463075. activation (protection from cell death), % at 10 µM. 220,000 compounds, 0.068% hits. Jurkat FADD-/- TNF necroptosis rescue, ATP luminescence, 24 h; 0 = TNF only, 100 = no-TNF cells;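 active means activation, meaning protection from cell death, of at least 50% relative to plate controls; inactive means activation below 50%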;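 further: necroptosis triggered by 40 ng/mL TNF-alpha added together with compound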
# zVAD death inh – L929 zVAD cell death inhibition | viability rescue, % at 10 µM | 220,000 compounds, 0.38% hits | L929 zVAD necroptosis rescue, ATP luminescence, 24 h; with zVAD 60 µM | AID 1377;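 active means activation, scaled between plate controls, above about 75%, limit read from the data; inactive means activation under that limit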;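 further: 0% = zVAD with DMSO and 100% = DMSO alone without zVAD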
# PERK inhibitor – blocks human PERK kinase | 220,000 compounds, 0.17% hits | AID 1416 | Q9NZJ5 | inhibition, % at 5.6 µM | CHO PERK-DD fusion, SEAP luminescence translation reporter;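 active means inhibition above the mean inhibition of all tested compounds plus 3 SD, set separately per screening campaign, cut at about 2.9% in these data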;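 further: PERK kinase domain activated by AP20187 dimerizer at 100 nM; 0% = DMSO with dimerizer and 100% = rapamycin at 8.4 µM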
# The depositor's hits bear a star; nt = no result given; & = joins results of further samples; [ ] = another dose, or the depositor's remark.
SMILES,Cl transport mod,MDM2 E3 inh,m-calpain inh,Rad51 HR inh,eIF4E-4G inh,EBV gp42 inh,TNF necrop inh,zVAD death inh,PERK inhibitor
CCCc1c(O)nc(SCCN(CC)CC)n(C(=O)c2ccccc2)c1=O,-0.374,6.1,9.9,1.2,-1.4,0.3,-3.9,-0.4,0.3
O=C(COC(=O)CCC1CCCC1)Nc1ccccc1OC(F)F,0.037,-3.4,13.6,3.5,2.8,-7.4,0.6,1.7,0.1
CC(=O)/C(=N\Nc1ccc(Cl)cc1)Sc1nnc(-c2ccccc2)n1-c1ccccc1,0.631,-7.8,-6.5,6.2,7.7,-1.6,0.6,0.8,1.4
CCOc1cc(N2CCOCC2)c(OCC)cc1NC(=O)CN1CCc2ccccc2C1,0.752,-0.1,-11.6,12.8,-1.8,-9.9,-1.4,1.7,-0.9
CCc1ccc2[nH]cc(C(=O)OCCOC)c(=O)c2c1,-0.0457,-9.8,-11.0,-0.1,5.6,-14.7,1.7,1.9,-0.5
CC(C)(C)NC(=O)CC1C(=O)NCCN1Cc1c(F)cccc1Cl (centres undefined),-0.0752,11.4,-1.2,nt,1.7,-13.6,0.0,0.4,0.1
CC(=O)NCCOc1nc(N(C)C)nc(N2CCOCC2)n1,0.65,-16.5,24.6,-5.6,-3.0,-3.1,0.1,3.0,0.5
CN1C=C/C(=C\c2cc[n+](C)c3ccccc23)c2ccccc21,0.734,-33.0,25.6,24.7,25.9,-10.7,-8.4,4.6,0.5
O=C(NC(c1ccccc1)c1ccccc1)c1cccc(S(=O)(=O)NCc2ccccc2)c1,0.0459,4.2,-21.5,7.4,20.7,-1.4,2.1,0.8,-0.1
S=c1[nH]c(-c2ccccc2)cn1/N=C/c1ccc(Br)cc1,54.5*,0.2,-52.5,-7.9,-3.0,6.5,-2.1,-1.8,-0.8
NC(=O)C1CCN(C(=O)Nc2csc3ccccc23)CC1,1.38,-1.8,8.4,11.5,-3.5,-10.1,1.3,-1.1,1.2
Cn1c(-c2ccccc2)cccc1=O,nt,9.7,11.2,3.2,-4.1,-2.8,0.7,1.2,0.9
N/C(Cn1cncn1)=N\OC(=O)c1ccc(Cl)cc1,-0.415,-10.7,-18.8,7.1,3.1,-5.4,1.0,8.6,1.4
COCCNC(=O)CCCC(=O)NCCOC,0.424,-8.7,19.9,11.0,-28.3,-2.5,0.6,-0.3,0.3
CCOC(=O)C(C(=O)OCC)C1OC(=O)c2cc3c(cc21)C(=O)OC3C(C(=O)OCC)C(=O)OCC (centres undefined),0.364,-10.6,17.1,7.5,2.0,-19.8,-2.8,-0.4,-0.2
COC(=O)c1sccc1NC(=O)c1cc(OC)c(OC)c(OC)c1,-5.91*,-8.3,-32.2,10.8,-12.6,-5.6,-1.1,-0.1,-0.5
O=C(COC(=O)C1(c2ccc(Cl)cc2)CCCC1)NC1CCS(=O)(=O)C1 (centres undefined),-0.623,0.3,-13.1,-4.3,-3.0,-10.0,-0.2,0.9,-0.4
CCc1nc(N2CCN(C(C)=O)CC2)c(C#N)c2c1COC(C)(C)C2,0.697,-5.7,-111.1,10.3,-1.1,0.1,0.3,-0.4,-1.6
O=C(CN1CCN(Cc2ccccc2)CC1)Nc1ccc2c(c1)CCC2,-2.68,-8.7,5.8,11.0,-0.5,-3.4,-0.3,1.2,-0.5
CC(=O)N1CCN(c2cc(N3CCc4ccccc4C3)c(F)cc2[N+](=O)[O-])CC1,-0.465,-1.2,-55.9,4.0,0.1,-5.0,-7.0,0.0,-1.0
O=C(Nc1ccccc1)OCCOc1ccccc1,-0.292,-15.2,19.4,-2.9,1.3[fluorescence artefact?],4.3,1.8,1.1,0.4
COCCNC(=O)CN(C(=O)CCC(=O)Nc1cc(C)on1)c1ccc(C)cc1C,0.449,-14.7,-16.8,3.9,-6.9,-6.4,-2.7,-0.3,3.0*
CSc1ccccc1C(=O)Nc1cc(C)ccc1C,0.588,-11.4,26.7,0.6,-2.5,-10.7,-0.2,0.8,0.7
CCOC(=O)CN1C2=NCCCN2c2ccccc21,0.327,-10.7,8.7,6.7,2.6,-15.6,0.7,1.0,0.9
COc1ccc(OC)c(Cc2nnc(CCC(=O)NC3C4CC5CC(C4)CC3C5)o2)c1 (centres undefined),-1.53,-15.7,-13.1,-4.8,-3.4,-18.5,0.6,-0.9,0.7
Cc1ccc(C2CC(c3ccccc3C)n3nc(N)nc3N2)cc1 (centres undefined),0.528,-11.9,-36.1,2.7,0.0[fluorescence artefact?],-3.7,2.0,1.7,0.2
Cc1cc(C)nc(SC(C)C(=O)N/N=C/c2cccs2)n1 (centres undefined),5.07*,-4.4,-30.3,-7.3,1.3,-18.5,-2.1,0.7,-0.3
CCN(CCn1cccn1)C(=O)CCc1nnc(Cc2c[nH]c3ccccc23)o1,0.871,-6.6,-8.3,3.8,1.3,-2.6,0.6,6.8,-0.2
c1ccc(Cc2nn3c(C4COc5ccccc5O4)nnc3s2)cc1 (centres undefined),-1.64,-9.5,-38.2,9.1,26.8,-19.0,-1.5,0.2,-0.4
O=C(c1ccc(Cl)c(S(=O)(=O)NCc2ccco2)c1)N1CCN(c2ccccc2F)CC1,-1.12,-16.3,-16.7,6.3,-4.4,-5.0,-4.6,-0.7,-1.5
CCOC(=O)CSc1nc2ccc(NC(C)=O)cc2s1,0.281,12.5,-40.4,-1.6,2.4,-9.2,0.0,0.1,1.4
O=c1c2sc3nc(N4CCOCC4)c4c(c3c2ncn1CCc1ccccc1)CCCC4,nt,-6.0,-67.7,nt,2.9[fluorescence artefact?],1.2,-4.2,0.1,1.8
Cc1cccc(Sc2c([N+](=O)[O-])ncn2C)n1,nt,-11.6,-17.7,3.3,-3.3,-21.5,-2.1,-0.4,0.9
O=C(CCC(=O)N/N=C/c1c[nH]c2ccccc12)NCc1ccccc1,-1.62,-2.1,-9.5,-1.8,2.4,-2.8,1.4,0.2,1.8
CCC(C)n1nccc1NC(=O)C(C)OC(=O)c1cc2ccccc2[nH]1 (centres undefined),-1.87,7.1,-47.4,4.1,12.8,-6.2,-0.3,0.6,-0.7
CCOC(=O)c1ccc(COc2ccc(C(C)C)cc2)o1,0.47,20.8,5.6,nt,1.6,-0.2,0.6,0.9,1.3
Cc1ccc(/C=C/C(=O)O)cc1S(=O)(=O)NCCO,nt,-7.0,-35.3,-2.7,-2.8,-12.1,-2.4,0.0,2.3
COc1ccc(C2OC(=O)c3ccccc3S2)cc1 (centres undefined),-0.027,-18.6,22.5,-4.2,4.2,-17.1,-0.1,0.9,0.7
CC(C)(C)S(=O)(=O)c1ccsc1C(=O)O,0.259,-9.4,-8.0,nt,-0.7,11.9,1.2,0.2,1.0
Cc1ccccc1C(=O)Nc1cc(S(=O)(=O)N2CCCCC2)ccc1N1CCN(C)CC1,0.0586,3.8,6.8,-14.5,15.2,-23.2,1.1,-0.2,-0.8
CCN(CCCNC(=O)CC1Oc2ccc(C)cc2NC1=O)Cc1ccccc1 (centres undefined),-0.211,-17.8,-2.4,-2.7,0.2,-4.9,0.6,0.5,0.9
O=C(COC(=O)c1ccc(S(=O)(=O)NCc2ccco2)cc1)c1ccccc1,0.378,nt,2.9,nt,2.5,-15.5,1.4,1.4,1.0
O=C(Oc1ccc2ccc(OC(=O)N3CCOCC3)cc2c1)N1CCOCC1,0.0279,-14.5,-35.6,-4.1,-4.5,2.8,-1.1,0.0,0.4
C=CCn1c(-c2cccn(Cc3ccc(Cl)cc3)c2=O)n[nH]c1=S,nt,-5.2,-17.6,-4.0,4.8,-9.3,-2.0,-0.3,1.8
COc1ccc(N2CCN(c3cnc4ccccc4n3)CC2)cc1,-0.757,-14.0,1.4,38.9,8.4,3.6,1.7,0.8,0.3
COc1cccc(NC(=S)/C(=C(\[O-])c2ccc(C)c([N+](=O)[O-])c2)[n+]2ccccc2)c1,nt,-31.3,-4.3,4.5,0.2,-0.9,-2.4,-0.9,0.6
NC(=S)N/N=C/c1coc2c(ccc3ccccc32)c1=O,-0.0203,-44.9,73.0*,4.0,10.0,32.6,-3.0,0.3,0.7
CCOC(=O)CSc1nc(-c2ccc(OC)cc2)ns1,0.651,-1.4,33.5,-1.3,0.1,-11.7,-0.5,0.1,-0.3

# Whole records, quoted from the list. Order of values: Cl transport mod	MDM2 E3 inh	m-calpain inh	Rad51 HR inh	eIF4E-4G inh	EBV gp42 inh	TNF necrop inh	zVAD death inh	PERK inhibitor
# Results for COc1ccc(N2CCN(c3cnc4ccccc4n3)CC2)cc1 : -0.757	-14.0	1.4	38.9	8.4	3.6	1.7	0.8	0.3
# Results for O=C(COC(=O)c1ccc(S(=O)(=O)NCc2ccco2)cc1)c1ccccc1 : 0.378	nt	2.9	nt	2.5	-15.5	1.4	1.4	1.0

# Continued:
SMILES,Cl transport mod,MDM2 E3 inh,m-calpain inh,Rad51 HR inh,eIF4E-4G inh,EBV gp42 inh,TNF necrop inh,zVAD death inh,PERK inhibitor
COc1cc(C(=O)NCc2cccc3ccccc23)ccc1OCc1ccccc1,-0.367,nt,-30.3,-4.2,-3.6,-25.1,-0.1,0.9,-0.8
COc1ccc(-c2csc(-n3ncc(-c4cccs4)c3N)n2)cc1,nt,-1.9,-3.9,-5.1,-6.4,-11.4,-0.9,-0.2,-0.1
CCCCCn1c(=N)n(CC(O)COc2ccccc2OC)c2ccccc21 (centres undefined),0.408&-0.367,-17.7&-20.4,5.3&5.2,-2.3&3.3,-8.7&-19.1[fluorescence artefact?],-29.2&-21.3,-5.2&-1.9,1.6&-0.9,-0.8
O=C(c1cccs1)N1CCN(c2ncc(Br)cn2)CC1,0.906,3.6,-8.6,14.8,2.4,-8.8,0.6,0.2,1.5

# Grouped by structure: the entries above containing an aryl methoxy group (9)
SMILES,Cl transport mod,MDM2 E3 inh,m-calpain inh,Rad51 HR inh,eIF4E-4G inh,EBV gp42 inh,TNF necrop inh,zVAD death inh,PERK inhibitor
COC(=O)c1sccc1NC(=O)c1cc(OC)c(OC)c(OC)c1,-5.91*,-8.3,-32.2,10.8,-12.6,-5.6,-1.1,-0.1,-0.5
COc1ccc(OC)c(Cc2nnc(CCC(=O)NC3C4CC5CC(C4)CC3C5)o2)c1 (centres undefined),-1.53,-15.7,-13.1,-4.8,-3.4,-18.5,0.6,-0.9,0.7
COc1ccc(C2OC(=O)c3ccccc3S2)cc1 (centres undefined),-0.027,-18.6,22.5,-4.2,4.2,-17.1,-0.1,0.9,0.7
COc1ccc(N2CCN(c3cnc4ccccc4n3)CC2)cc1,-0.757,-14.0,1.4,38.9,8.4,3.6,1.7,0.8,0.3
COc1cccc(NC(=S)/C(=C(\[O-])c2ccc(C)c([N+](=O)[O-])c2)[n+]2ccccc2)c1,nt,-31.3,-4.3,4.5,0.2,-0.9,-2.4,-0.9,0.6
CCOC(=O)CSc1nc(-c2ccc(OC)cc2)ns1,0.651,-1.4,33.5,-1.3,0.1,-11.7,-0.5,0.1,-0.3
COc1cc(C(=O)NCc2cccc3ccccc23)ccc1OCc1ccccc1,-0.367,nt,-30.3,-4.2,-3.6,-25.1,-0.1,0.9,-0.8
COc1ccc(-c2csc(-n3ncc(-c4cccs4)c3N)n2)cc1,nt,-1.9,-3.9,-5.1,-6.4,-11.4,-0.9,-0.2,-0.1
CCCCCn1c(=N)n(CC(O)COc2ccccc2OC)c2ccccc21 (centres undefined),0.408&-0.367,-17.7&-20.4,5.3&5.2,-2.3&3.3,-8.7&-19.1[fluorescence artefact?],-29.2&-21.3,-5.2&-1.9,1.6&-0.9,-0.8
